Compound activity from PubChem.
AI-2 QS mod = Vibrio harveyi AI-2 quorum sensing modulation; activity change, % at 7.5 µM; 300,000 tested, 0.4% active; Vibrio harveyi JMH597 AI-2 luminescence/OD600 ratio, 9 h; stronger effect = lower value; strain lacks LuxN and CqsS sensors; 0 = neutral-control median; in the data active means activity change below about -75%, passing the limit was not always enough; inconclusive means no clear call, values can overlap the other calls;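 further: luminescence divided by OD600 gain over 9 h not by final OD600 alone; inactives centre near 13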
IEC-6 cytotox = kills IEC-6 intestinal cells in KLF5 counter-screen; IEC-6 cytotoxicity, luminescence viability; inhibition, % at 5 µM; 290,000 tested, 0.78% active; AID 1825; in the data active means inhibition above about 22%;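 further: 0% = plate median of test compound wells and 100% = cytotoxic reference compound wells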
KLF5 inhibitor = suppresses KLF5 promoter-driven expression; 290,000 tested, 0.23% active; inhibition, % at 5 µM; DLD-1 KLF5 promoter-luciferase reporter, luminescence;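 active means inhibition above a per-plate limit of that plate's mean compound inhibition plus 3 SD, cut at about 60% in these data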;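 further: 0% = DMSO wells and 100% = LY294002 at 200 µM; higher means less KLF5 promoter-driven luciferase light; inactives centre near -14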
GSK3B inh = human GSK3beta kinase inhibition | P49841 | 300,000 tested, 0.038% active | activity score (negative = inhibition), % at 10 µM | AID 2097 | GST-GSK3beta kinase, ADP-Glo luminescence, 60 min; stronger effect = lower value;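 active means more than half of replicate wells score below -50%, meaning over 50% inhibition versus plate controls; inconclusive means some replicates but at most half score below -50%; inactive means no replicate scores below -50%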;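 further: 0% = median DMSO wells and -100% = median GW8510 positive control wells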
Target sequence (P49841 whole entry, looked up): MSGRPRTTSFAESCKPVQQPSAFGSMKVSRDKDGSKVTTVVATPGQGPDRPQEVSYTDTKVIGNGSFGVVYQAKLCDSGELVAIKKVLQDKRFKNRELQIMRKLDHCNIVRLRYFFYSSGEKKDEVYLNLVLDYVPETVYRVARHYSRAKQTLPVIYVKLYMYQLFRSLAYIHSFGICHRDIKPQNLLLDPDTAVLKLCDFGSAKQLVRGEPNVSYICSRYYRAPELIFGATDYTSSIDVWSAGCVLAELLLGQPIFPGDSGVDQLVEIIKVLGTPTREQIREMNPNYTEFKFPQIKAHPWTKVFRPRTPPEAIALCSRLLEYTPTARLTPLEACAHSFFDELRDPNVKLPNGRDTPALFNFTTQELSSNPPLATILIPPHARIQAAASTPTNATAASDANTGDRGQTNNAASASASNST
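Assay system: GST-tagged human GSK3beta kinase, cell-free; Input: 1.6 ng GSK3beta; Medium: Tris/MgCl2 kinase buffer; Timing: 60 min enzyme reaction, room temperature; Signal: ADP-Glo luminescence quantifying ADP generated by kinase; Evaluation: score relative to plate controls; Benchmarks: DMSO neutral wells and GW8510 at 20 µM as positive.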
HIF activator = HIF pathway transcriptional activation. U2OS HRE-luciferase reporter, luminescence; normalized: DMSO 0%, desferrioxamine 100%. activation, % at 7.5 µM (by protocol). 300,000 tested, 0.32% active;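 active means mean activation of at least 10% of the iron chelator positive control signal, with at least half of replicates also reaching 10%; inconclusive means mean and replicate majority disagree about reaching 10%; inactive means mean and most replicates under 10%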
aSyn UTR inh = 5' untranslated region of α-synuclein, MLPCN primary screen. inhibition, % (tested at 7.5 µM). AID 1813. 300,000 tested, 0.82% active. alpha-synuclein 5'UTR reporter, inhibitor activity; in the data active means inhibition above about 60%; inconclusive means no clear call, values can overlap the other calls;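 further: H4 neuroglioblastoma cells stably carrying SNCA 5'UTR luciferase fusion; 0% = DMSO wells and 100% = positive control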
HSF-1 act = increases HSF-1 driven luciferase reporter signal; 300,000 tested, 1.7% active; NIH3T3-HGL HSF-1 luciferase reporter, MG132, 8 h; 100% = twice DMSO control signal; AID 504408; activation, % at 9 µM;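 active means mean replicate activation of at least 50% with a set share of replicates each reaching 50%; inconclusive means only one of those two conditions met; inactive means mean below 50% and too few replicates reaching it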;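 further: 0% = median of the neutral control wells and 100% = twice that signal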
HSF1 inh = HSF1 inhibition. activity change, negative = inhibition, % at 7.5 µM (by protocol). NIH3T3-HGL HSE-luciferase, MG132-induced, luminescence 8 h; stronger effect = lower value. 300,000 tested, 0.77% active. AID 2098;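 active means more than half of replicate wells show activity change below -50%, luminescence cut by over half; inconclusive means some wells, but at most half, below -50%; inactive means no replicate well below -50%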;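 further: luciferase reports HSF-1 transcriptional activity via heat shock element; 0% = median of DMSO wells and -100% = zero luminescence signal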
GSK3 alpha inh = blocks human GSK-3 alpha kinase | P49840 | ADP-Glo luminescence, 60 min | inhibition, % at 10 µM | 320,000 tested, 0.1% active;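 in the data active means inhibition above about 50%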;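 further: GST-tagged GSK-3 alpha with peptide substrate and 25 µM ATP; 0% = DMSO neutral wells and 100% = GW8510 positive control wells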
Target sequence (P49840 whole entry, looked up): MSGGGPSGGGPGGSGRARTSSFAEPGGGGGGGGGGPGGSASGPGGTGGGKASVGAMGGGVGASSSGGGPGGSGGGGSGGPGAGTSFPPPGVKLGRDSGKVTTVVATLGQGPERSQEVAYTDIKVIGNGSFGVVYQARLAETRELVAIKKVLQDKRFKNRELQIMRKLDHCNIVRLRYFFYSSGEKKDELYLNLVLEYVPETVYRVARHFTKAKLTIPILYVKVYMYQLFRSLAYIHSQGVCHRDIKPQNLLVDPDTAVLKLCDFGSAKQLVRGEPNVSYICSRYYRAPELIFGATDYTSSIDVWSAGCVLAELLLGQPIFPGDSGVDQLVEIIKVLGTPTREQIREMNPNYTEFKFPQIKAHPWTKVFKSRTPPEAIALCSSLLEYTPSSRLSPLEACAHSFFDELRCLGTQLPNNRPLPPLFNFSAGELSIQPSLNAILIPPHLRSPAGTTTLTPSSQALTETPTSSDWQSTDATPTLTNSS
HSP90 inh = HSP90 refolding inhibition in rabbit reticulocyte lysate; AID 1789; 290,000 tested, 0.91% active; inhibition, % at 5.6 µM; luciferase refolding luminescence, 3 h;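 active means inhibition above the screen-wide mean plus 3 SD, computed separately per campaign, cut at about 16% in these data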;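 further: 0% = DMSO wells and 100% = 60 µM geldanamycin wells; inhibitors lower the luminescence because luciferase stays unfolded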
Starred values were filed as active, the others as inactive; ? = inconclusive; / = not tested or not shown.

SMILES	AI-2 QS mod	IEC-6 cytotox	KLF5 inhibitor	GSK3B inh	HIF activator	aSyn UTR inh	HSF-1 act	HSF1 inh	GSK3 alpha inh	HSP90 inh
CC(CN1CCCCC1)OC(=O)COc1ccc(Br)cc1 (centres undefined)	16	1	-36	-24	-0.9	-2	5	7	-3	1
O=[N+]([O-])c1cccnc1NCCc1c[nH]c2ccccc12	15	3	-172	-1	3.4	-123	54*	24	-2	-6
CCn1c(CCNC(=O)c2cccs2)nnc1SCC(=O)Nc1nc(-c2ccccc2)cs1	17	-1	-27	2	-0.2	-54	19	10	-4	2
COC(=O)c1ccc(CSc2ccc3nnc(-c4ccccc4)n3n2)o1	13	-2	-25	-18	-0.6	?	-4	-13	10	-4
COCCNC(=S)N1C2CCC1CC(NC(=O)NC13CC4CC(CC(C4)C1)C3)C2 (centres undefined)	10	7	9	3	/	20	-1	-2	-1	-1
O=C(COc1ccccc1)N(CCc1ccccc1)c1nc(-c2ccc(F)cc2)cs1	20	-6	-13	1	0.4	-8	5	-7	-1	-3
CC(C)Oc1cccc(C(=O)Nc2ccc(N3CCN(C)CC3)cc2)c1	30	-5	-31	0	4.5	-76	8	2	1	-1
COc1ccc2c(c1)C(=O)C(=O)N2CCS(=O)(=O)c1ccccc1	8	9	-41	1	0.3	-7	-26	-8	0	1
O=C(c1ccco1)N1CCN(C(=O)c2ccc(CS(=O)c3ccc(F)cc3)o2)CC1 (centres undefined)	16	5	2	2	0.3	-47	1	-9	-1	-4
Cc1cc(-c2nc(-c3ccc(C(C)(C)C)cc3)no2)no1	15	2	-84	2	1.3	-171	22	15	-2	-5
C/C(=N/NC(=O)c1ccncc1)c1cc2ccc(O)cc2oc1=O	/	0	-17	/	/	/	/	/	1	-4
Cc1cc(Br)c(NC(=O)COC(=O)C2CC2C)c(Br)c1 (centres undefined)	17	5	-10	-2	-0.4	-15	23	-1	1	-1
O=C(CN1CCOCC1)NCCNC(=O)CN1CCOCC1	18	2	3	-1	0.0	0	2	-4	-1	1
Nc1nc(-c2cccc(Br)c2)cs1	1	-1	-10	-2	1.4	-43	-7	-10	-1	1
O=C(NCC1CCCO1)C1CCN(C2CCN(Cc3ccco3)CC2)CC1 (centres undefined)	18	6	3	-2	-0.3	-10	-4	-8	1	1
COc1ccc([C@@H]2[C@@H]3C(=O)N(C(C)(C)C)C(=O)[C@@H]3[C@]3(CC(C)C)C(=O)N(c4cccc(F)c4)C(=O)N23)cc1	39	/	/	-1	0.8	-27	-6	-1	0	/
Cc1ccc2c(c1)C(c1ccccc1)N(C(=O)c1ccc3c(c1)OCO3)CC(=O)N2 (centres undefined)	16	3	-9	2	0.1	4	29	22	-2	-3
Cc1ccc(NC(=O)c2cc(-c3cccs3)on2)cc1C	27	0	-28	0	3.6	-46	27	19	-2	0
O=C(NCc1nc2ccccc2[nH]1)C1=C[C@H](c2ccc(C(F)(F)F)cc2)C[C@H](OCCCCO)O1	15	/	/	0	-0.1	0	4	-4	-3	/
CC(Sc1nnc(Cc2cccs2)n1C1CCCCC1)C(N)=O (centres undefined)	7	-3	-34	3	0.0	-7	-10	4	-2	-3
COc1ccc(C(=O)Nc2ccc(Cl)cc2C(=O)NCCO)cc1	12	1	-22	1	-0.1	-6	-26	-18	-2	0
CS(=O)(=O)N(CCC#N)Cc1ccco1	17	-5	-5	1	0.0	19	-14	-4	-3	3
COc1ccc(CCNC(=O)C2CC(=O)N(c3ccccc3)C2)cc1OC (centres undefined)	24	6	-3	0	-0.7	-10	11	-1	-2	1
Cc1cc(=O)[nH]c(SCC(=O)Nc2nc3c(s2)CCCC3)n1	25	-1	-72	2	-1.3	25	-11	-10	-4	2
CC(C)c1ccc(NS(=O)(=O)c2ccc(Cl)nc2)cc1	-92*	1	16	-26	/	16	/	/	/	0

Other records:
SMILES	AI-2 QS mod	IEC-6 cytotox	KLF5 inhibitor	GSK3B inh	HIF activator	aSyn UTR inh	HSF-1 act	HSF1 inh	GSK3 alpha inh	HSP90 inh
Clc1ccc(/C=C\c2nccc3c2[nH]c2ccccc23)cc1	25	13	-24	1	1.2	-10	21	25	/	1
COc1ccc(C(C)=O)cc1COC(=O)c1ccc(S(=O)(=O)N(C)C)cc1	26	0	9	-5	0.1	5	13	7	-4	0
COc1ccc(C(CNC(=O)Cc2ccc3ccccc3c2)N(C)C)cc1 (centres undefined)	14	-2	6	5	0.6	-10	-3	4	1	0
COc1ccc(S(=O)(=O)N2CCCOC2CNC(=O)C(=O)NCCc2ccco2)cc1C (centres undefined)	12	28*	19	2	3.1	-22	-1	-2	1	-3
COc1ccccc1NC(=O)C1CCCN(C(=O)NCc2ccccc2)C1 (centres undefined)	7	-4	-9	3	0.0	-12	9	0	0	-1
CC(C)=CCc1c(O)c(CC=C(C)C)c2c(c1O)-c1cc(O)c(O)cc1CC2	96	/	/	-1	0.1	-17	-28	-17	-1	/
CCC(C(=O)N/N=C(\C)c1cccnc1)c1ccccc1 (centres undefined)	35	11	-14	1	-0.1	6	-2	-1	1	5
CN(C(=O)c1ccccc1C(=O)OCC(=O)NCc1cccs1)C1CCCCC1	23	-3	-10	1	0.7	9	17	2	0	-2
COc1ccc(Cc2nc3ccc(C(=O)NCCSC)cc3o2)cc1	8	-1	-75	0	1.8	-98	-37	-17	0	3
COc1cc(S(=O)(=O)N2CCCCCC2)ccc1-n1cnnn1	0	6	-37	0	-0.3	14	-15	4	-2	-9
CC(C)(C)c1ccc(-n2ncc3c2CCCC3NC(=O)CN2CCOC2=O)cc1 (centres undefined)	35	5	-24	0	-0.9	6	-14	-4	-1	0
O=C(c1cccc([N+](=O)[O-])c1)N1CCN(C/C=C/c2ccccc2)CC1	32	-2	-3	-2	0.3	-6	13	20	-10	4
CCCn1c(=O)c2ccccc2n2c(SCC(=O)c3ccc(CC)cc3)nnc12	7	-8	-3	0	0.1	-22	-11	-10	/	-1
CC(C)(C)CC(=O)Nc1ccc(Nc2ccccc2)cc1	-41	6	-46	1	2.4	-61	-12	-5	-1	-4
Cc1nc2ccc(N)cc2c(=O)n1Cc1ccc(Cl)cc1	10	2	-5	3	2.4	-74	4	5	11	0
COc1cc(CN2CCNC(=O)C2CC(=O)N(C)CCCN2CCOCC2)cc(OC)c1 (centres undefined)	4	5	0	-3	0.0	3	0	1	0	3
COc1ccc(C2(C(=O)Nc3ccc(C(=O)N4CCOCC4)cc3)CCOCC2)cc1	26	0	1	2	-2.4	-1	-8	0	-2	5
CCCCNC(=O)C1CC(c2ccc(C(F)(F)F)cc2)=NO1 (centres undefined)	4	/	/	-1	1.0	-6	3	-2	1	/
CC(=O)Nc1ccc(S(=O)(=O)N2C(=O)c3cccc4cccc2c34)cc1	9	-11	-16	-2	0.1	-9	-5	-3	-1	1
CC(=O)/C(N=Nc1ccc2c(c1)OCCO2)=C(\C)O	20	3	26	-2	0.0	-34	-29	-20	5	25*
Cc1cc(Sc2nc(N(C)C)nc(N(C)C)n2)nc(Cl)n1	7	1	-21	1	0.0	-59	-13	1	-2	2
O=C1c2ccccc2C(Nc2ccc(S(=O)(=O)N3CCOCC3)cc2)N1c1cccnc1 (centres undefined)	4	-5	-15	1	-0.4	-19	-9	-1	0	-4
COc1cccc(OCc2cc(/C=N/NC(=O)c3ccn[nH]3)ccc2OC)c1	10	0	9	2	-11	-71	11	-3	-1	2
CN(CC(=O)Nc1ccc(Cl)c(C(F)(F)F)c1)C(=O)Cc1cccs1	5	3	-10	-3	-0.3	-3	8	4	1	-3
Cc1ccc(C)c(NC(=O)C2CC(Cl)=CCC2C(=O)O)c1 (centres undefined)	22	-1	-46	0	-0.2	20	9	-1	-2	0

Continued.
SMILES	AI-2 QS mod	IEC-6 cytotox	KLF5 inhibitor	GSK3B inh	HIF activator	aSyn UTR inh	HSF-1 act	HSF1 inh	GSK3 alpha inh	HSP90 inh
O=C(O)CCC(=O)Nc1nc2ccc([N+](=O)[O-])cc2s1	27	4	6	-1	-27	-5	1	-1	15	4
COc1ccc(C2NC(=S)NC3=C2CCc2ccccc23)cc1OC (centres undefined)	7	-4	5	5	3.3	21	-2	1	0	-5
CCOC(=O)CC1C(=O)NCCN1S(=O)(=O)c1cc(Cl)c(Cl)cc1Cl (centres undefined)	-4	3	-46	1	0.1	-6	?	35	-2	3
O=C(COc1ccc(Br)cc1)Nc1ccc(NC(=O)c2ccccc2)cc1	17	-3	-49	1	-1.6	37	19	-3	1	3
CCN1CCN(c2nc3ccccc3n3cnnc23)CC1	17	0	-11	-1	-0.1	18	-2	-6	0	4
CSc1cccc(NC(=O)CN(Cc2ccc(Cl)cc2)S(C)(=O)=O)c1	25	-1	-21	0	0.0	42	-7	2	-1	1
COc1ccccc1CNC(=O)Cc1csc(NC(=O)Nc2ccccc2OC)n1	6	/	/	3	-0.1	16	25	23	-2	/
CCOc1ccccc1-n1c(SCC(=O)NCc2ccco2)nnc1-c1ccncc1	1	-1	-3	-2	0.8	4	12	-3	1	-1
O=C(Nc1nccs1)c1cc(S(=O)(=O)N2CCOCC2)c(Cl)cc1Cl	10	1	1	-2	-0.6	15	33	4	-2	3
c1ccc(CNc2nc(NCc3ccccc3)c3ccccc3n2)cc1	26	2	1	1	-5.2	106*	-65	-60*	2	2
O=C(CN1C(=O)c2ccccc2C1=O)NCC1COc2ccccc2O1 (centres undefined)	-48	-1	-15	0	-0.8	-1	-9	1	-3	8
CCNC(=S)NNC(=O)c1ccc(=O)n(Cc2ccccc2)c1	6	-6	-3	-3	0.2	15	0	6	-2	0
N#C/C(=C/c1ccc(N2CCCCC2)o1)c1cccc(F)c1	-2	-1	4	-2	3.2	-334	172*	128	-1	6
CCCOc1ccc(N2CC(C(=O)Nc3ccccc3F)CC2=O)cc1 (centres undefined)	31	1	5	7	-0.1	15	4	1	/	0
Cc1ccc(NCc2nnc(SCC(=O)Nc3ncc(C)s3)n2Cc2ccco2)c(C)c1	3	5	-16	-3	-0.6	-2	12	4	0	3
C(=Nc1cccc2c(N=Cc3ccco3)cccc12)c1ccco1	10	-10	-18	0	0.3	-8	-2	-6	1	6
O=C(c1cc(-c2ccc(Cl)cc2Cl)on1)N1CCN(C(=O)c2ccco2)CC1	11	-3	-18	4	1.7	-22	29	8	-5	10
CCn1c(SCC(=O)Nc2ccc(NC(C)=O)cc2)nnc1C1CC1	20	0	-3	-2	-0.2	-13	-14	0	-5	4

Some entries already given with just IEC-6 cytotox, HSP90 inh and HIF activator.
mol	IEC-6 cytotox	HSP90 inh	HIF activator
N#C/C(=C/c1ccc(N2CCCCC2)o1)c1cccc(F)c1	-1	6	3.2
CCCOc1ccc(N2CC(C(=O)Nc3ccccc3F)CC2=O)cc1 (centres undefined)	1	0	-0.1
Cc1ccc(NCc2nnc(SCC(=O)Nc3ncc(C)s3)n2Cc2ccco2)c(C)c1	5	3	-0.6
